Compound activity from PubChem BioAssay.
PAFAH1B3 inh = PAFAH1B3 enzyme inhibitors, primary screen, biochemical, fluorescence polarization, human; Platelet-activating factor acetylhydrolase IB subunit alpha1 (Homo sapiens), Q15102; inhibition, % at 3.39 µM; recombinant PAFAH1B3, FP-rhodamine probe; actives 0.28% (n = 340,000);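 active = inhibition above the screen-wide average of all tested compounds plus 3 SD, cut at about 25% in these data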;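 note: 0% = enzyme with DMSO only and 100% = wells lacking PAFAH1B3 protein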
Fam108B inh = mouse Fam108B serine hydrolase inhibitors, primary screen, counter-screen for RBBP9 inhibitor project, biochemical, fluorescence polarization. inhibition, % at 9.51 µM. AID 1947, 2009. actives 0.33% (n = 300,000). recombinant Fam108B, FP-Rh probe fluorescence polarization;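 active = inhibition above the screen mean inhibition plus 3 SD, computed separately per campaign, cut at about 18% in these data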;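 note: inhibitors lower polarization as less probe binds the enzyme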
pPAFAH inh = pPAFAH enzyme inhibitors, primary screen, biochemical, fluorescence polarization, human. AID 463082, 2010. inhibition, % at 3.39 µM. actives 1.5% (n = 330,000). recombinant pPAFAH, FP-rhodamine probe fluorescence polarization. Platelet-activating factor acetylhydrolase (Homo sapiens), Q13093;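 active = inhibition above the mean inhibition across the screen plus 3 SD, cut at about 25% in these data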;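 note: inhibitors block binding of the rhodamine activity-based probe so polarization drops; 0% = enzyme with DMSO and 100% = wells lacking pPAFAH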
Target sequence (Q13093 whole entry, looked up): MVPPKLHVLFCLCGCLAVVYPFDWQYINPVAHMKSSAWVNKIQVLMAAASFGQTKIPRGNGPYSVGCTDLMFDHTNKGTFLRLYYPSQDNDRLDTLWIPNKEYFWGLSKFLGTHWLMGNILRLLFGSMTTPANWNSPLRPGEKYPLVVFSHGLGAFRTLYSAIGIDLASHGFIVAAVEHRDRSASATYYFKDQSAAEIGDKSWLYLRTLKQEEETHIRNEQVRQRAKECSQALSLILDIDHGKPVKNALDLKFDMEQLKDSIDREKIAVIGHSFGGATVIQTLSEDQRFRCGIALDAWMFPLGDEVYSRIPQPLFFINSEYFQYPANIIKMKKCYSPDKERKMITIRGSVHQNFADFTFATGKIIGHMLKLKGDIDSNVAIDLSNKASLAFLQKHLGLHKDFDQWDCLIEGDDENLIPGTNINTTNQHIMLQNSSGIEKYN
PAD4 FP inh = human PAD4 inhibitors, primary screen, biochemical, fluorescence polarization, 1536-well format | Protein-arginine deiminase type-4 (Homo sapiens), Q9UM07 | inhibition, % at 6.36 µM | actives 0.41% (n = 330,000) | recombinant PAD4, RCA probe fluorescence polarization;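 active = percent inhibition above a cutoff equal to the mean of all tested compounds plus 3 SD, cut at about 15% in these data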;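 note: 0% = PAD4 with RCA probe and DMSO and 100% = probe without PAD4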
PAFAH2 inh = PAFAH2 enzyme inhibitors, primary screen, biochemical, fluorescence polarization, human; Platelet-activating factor acetylhydrolase 2, cytoplasmic (Homo sapiens), Q99487; recombinant PAFAH2, FP-rhodamine activity probe; inhibition, % at 3.39 µM; actives 0.99% (n = 340,000);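 active = inhibition above the mean over all tested compounds plus 3 SD, cut at about 30% in these data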;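 note: inhibitors block probe labeling of enzyme so polarization drops; 0% = enzyme with DMSO and 100% = wells lacking PAFAH2 protein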
PAFAH1B2 FP inh = PAFAH1B2 enzyme inhibitors, primary screen, biochemical, fluorescence polarization, human; Platelet-activating factor acetylhydrolase IB subunit alpha2 (Homo sapiens), P68402; recombinant PAFAH1B2, FP-rhodamine activity probe; inhibition, % at 3.39 µM; actives 1.2% (n = 340,000);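 active = inhibition above the mean of all tested compounds plus 3 SD, cut at about 24% in these data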;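 note: 0% = enzyme with DMSO and 100% = wells lacking PAFAH1B2; many of its hits are not listed in these tables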
Target sequence (P68402 whole entry, looked up): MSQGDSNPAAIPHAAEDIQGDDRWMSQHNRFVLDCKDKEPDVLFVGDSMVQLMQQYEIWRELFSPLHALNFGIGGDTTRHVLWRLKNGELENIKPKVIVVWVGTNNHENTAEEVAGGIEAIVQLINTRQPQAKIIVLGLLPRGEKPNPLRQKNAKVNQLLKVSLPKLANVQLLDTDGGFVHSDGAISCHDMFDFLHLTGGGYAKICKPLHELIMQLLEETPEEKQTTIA
PME-1 inh = PME-1 inhibitors via competitive probe labeling, primary screen, biochemical, fluorescence polarization, FP-Rh probe, HTS | actives 0.53% (n = 320,000) | Protein phosphatase methylesterase 1 (Homo sapiens), Q9Y570 | recombinant PME-1 | inhibition, % at 5.9 µM;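 active = inhibition above the campaign mean of all compounds plus 3 SD, cut at about 26% in these data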;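 note: competitive labeling of PME-1 active site by serine hydrolase directed probe; 0% = PME-1 with DMSO and 100% = wells lacking PME-1 enzyme; inhibitors block probe labeling so polarization falls and inhibition rises; many of its hits are not listed in these tables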
GSTO1 counter = inhibitors of recombinant GSTO1, primary screen, counter-screen for RBBP9 inhibitor project, biochemical, fluorescence polarization. Glutathione S-transferase omega-1 (Homo sapiens), P78417. AID 1974, 2009. inhibition, % at 5.96 µM. activity-based probe fluorescence polarization. actives 1.1% (n = 300,000);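 active = inhibition above the campaign mean inhibition plus 3 SD, cut at about 35% in these data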;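 note: 0% = GSTO1-1 with DMSO and 100% = wells lacking GSTO1-1 enzyme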
LYPLA1 counter = LYPLA1 inhibitors, primary screen, counter-screen for PME1 inhibitor project, biochemical, fluorescence polarization, FP-Rh probe ABPP | recombinant LYPLA1 | inhibition, % at 5.9 µM | actives 0.16% (n = 320,000);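 active = inhibition above the mean of all tested compounds plus 3 SD, set per campaign, cut at about 14% in these data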;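 note: inhibitors block serine hydrolase probe labeling of LYPLA1 so polarization falls; 0% = enzyme with DMSO and 100% = wells lacking LYPLA1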
Target sequence (O75608 whole entry, looked up): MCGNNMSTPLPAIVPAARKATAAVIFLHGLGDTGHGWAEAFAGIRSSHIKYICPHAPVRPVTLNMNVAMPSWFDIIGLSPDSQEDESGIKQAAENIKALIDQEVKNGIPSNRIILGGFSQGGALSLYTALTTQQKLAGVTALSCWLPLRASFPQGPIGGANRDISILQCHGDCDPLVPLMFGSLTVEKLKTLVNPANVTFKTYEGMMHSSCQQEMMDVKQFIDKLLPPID
* = called active by the depositor; · = not tested or not shown. Only part of the results is shown. The share of hits here may be higher or lower than overall.

Below each SMILES – PAFAH1B3 inh | Fam108B inh | pPAFAH inh | PAD4 FP inh | PAFAH2 inh | PAFAH1B2 FP inh | PME-1 inh | GSTO1 counter | LYPLA1 counter
CCOc1cc(C(=S)N2CCC(O)CC2)ccc1OS(=O)(=O)c1ccc(Br)cc1
  9 | 7 | 0 | -6 | 7 | 22 | -1 | 3 | 0
CCC1Oc2ccccc2N(CC(=O)NCC2CCCO2)C1=O (centres undefined)
  2 | 4 | 0 | -3 | 7 | -3 | 2 | 9 | -7
O=C(NCCOc1ccccc1)C1CCCN1C(=O)c1cccs1 (centres undefined)
  4 | -1 | -1 | -4 | 4 | 2 | 3 | 4 | 4
CCOc1ccc(-c2[nH]nc3c2C(c2ccc(O)cc2)C(C#N)=C(N)O3)cc1 (centres undefined)
  -1 | -1 | 5 | -5 | 4 | 2 | -4 | 27 | -6
Cn1c(NC(=O)c2ccc(F)cc2)c(-c2ccccn2)c(=O)c2ccccc21
  · | 0 | 0 | 4 | · | · | 0 | 2 | 1
CCc1nccn1S(=O)(=O)c1cc(C)c(OC)cc1C
  0 | -2 | 2 | 4 | -4 | 4 | 2 | -4 | 2
CN1C(C(=O)Nc2ccccn2)=C(O)c2sc(Cl)cc2S1(=O)=O
  5 | 3 | 0 | -8 | 1 | 7 | 5 | 1 | 4
Cc1cc(C(F)(F)F)nc(NCc2cccnc2)n1
  3 | 2 | 2 | -2 | 12 | -10 | 6 | 2 | -1
CCC1(CC)N([O-])C(C)=C(c2ccccc2)[N+]1=O
  1 | 5 | -1 | -5 | -2 | 6 | 2 | 2 | 0
COc1ncnc2c1N[C@@](C)(O)c1c(F)c(F)c(F)c(F)c1S2
  2 | -5 | 6 | -1 | 1 | 3 | 2 | 2 | -5
CCC1C2CN(C(C)=O)CC=C2C(C#N)=C(N)C1(C#N)C#N (centres undefined)
  3 | 2 | 4 | 0 | -1 | 0 | -1 | 3 | 3
CC1CCN(C(=O)Cn2nc(C(F)(F)F)c3c2CCCC3)CC1
  8 | -1 | -5 | 1 | 1 | 3 | 2 | 1 | -3
COCC(=O)N1CCC(Oc2ccc(C(=O)N3CCCCCCC3)cc2)CC1
  7 | -2 | 4 | 1 | 0 | -4 | -6 | -3 | 7
Cc1ccc2c(=O)cc(C(F)F)oc2c1
  0 | -2 | 1 | -3 | 1 | -4 | -2 | -4 | 0
CCOC(=O)C1CCCN(Cc2ccc(OC)c(OCc3ccccc3)c2)C1 (centres undefined)
  1 | 0 | 5 | -4 | 3 | 2 | 1 | 10 | -1

Next part.
Below each SMILES – PAFAH1B3 inh | Fam108B inh | pPAFAH inh | PAD4 FP inh | PAFAH2 inh | PAFAH1B2 FP inh | PME-1 inh | GSTO1 counter | LYPLA1 counter
O=CN1CCN(C(=O)c2ccc(Br)o2)CC1
  8 | 1 | 1 | -3 | 1 | 4 | 9 | 7 | 1
COC(=O)c1ccc(Cc2ccc(C(=O)OC)o2)o1
  11 | 2 | 5 | 2 | -5 | 0 | -2 | -2 | 0
CC(C)NCC(O)COCCOc1ccc(Br)cc1 (centres undefined)
  0 | 2 | 3 | -6 | 3 | 7 | 1 | 3 | -4
Cc1cc(NC(=O)CSc2nc(-c3ccco3)cc(C(F)(F)F)n2)n(-c2ccccc2)n1
  3 | 4 | 4 | -6 | 0 | 2 | 4 | -9 | 6
CN(c1ccc(C(=O)NCCc2ccccc2)cc1)S(C)(=O)=O
  -2 | 2 | 5 | -3 | 2 | 4 | 2 | 4 | -2
Cc1cccc(NC(=O)CC2SC(=NC3CCCCC3)NC2=O)c1 (centres undefined)
  4 | -4 | 5 | -6 | 3 | 4 | 0 | 2 | -4
CC12CCC(C(=O)N(NC(=O)c3ccccc3Cl)C1=O)C2(C)C (centres undefined)
  4 | -1 | 0 | 4 | -2 | 3 | 2 | 7 | 3
O=C(c1ccc(Cl)c(S(=O)(=O)N2CCOCC2)c1)N1CCN(c2ccccc2)CC1
  1 | -4 | 2 | -1 | 1 | -4 | 1 | 0 | 1
O=C(Nc1cccc(NC(=O)c2c(F)cccc2F)n1)c1c(F)cccc1F
  11 | -3 | -5 | -6 | 13 | 4 | -10 | 0 | 1
Cc1ccc(N(C(=O)c2snc(C(N)=O)c2N)C(C(=O)NC2CCCC2)c2ccncc2)cc1 (centres undefined)
  4 | 2 | -1 | 0 | -9 | -6 | 1 | -3 | 4
CC(=O)n1cc([C@@H]2C=C(C(=O)O)O[C@H](OCc3ccc(CO)cc3)C2)c2ccccc21
  8 | 1 | 4 | 0 | 1 | 5 | 2 | 7 | 2
Cc1cc2c(o1)CC(C)(C)CC2=O
  4 | 2 | -3 | 2 | -3 | 1 | -2 | 1 | 3
O=C(COC(=O)CCCOc1ccc(Cl)cc1Cl)NCc1ccccc1
  -7 | 1 | 11 | -5 | 5 | 5 | 4 | 2 | -1
COc1ccccc1-n1cnc2c(c1=O)c1nc3ccccc3nc1n2CCc1ccccc1
  11 | 0 | 2 | 6 | -4 | -7 | -6 | 3 | -4
C=CCn1c(COc2ccc3c(c2)CCCC3)nnc1SCC(=O)Nc1cccc(SC)c1
  -19 | -21 | -3 | 0 | -26 | -7 | -35 | -3 | -25

Further entries follow.
Below each SMILES – PAFAH1B3 inh | Fam108B inh | pPAFAH inh | PAD4 FP inh | PAFAH2 inh | PAFAH1B2 FP inh | PME-1 inh | GSTO1 counter | LYPLA1 counter
COc1ccc(C(=O)N2CCOC2CNC(=O)C(=O)NCc2ccc(F)cc2)cc1 (centres undefined)
  3 | 3 | 3 | -5 | -1 | 4 | 0 | 3 | 1
CCn1c(O)c(C=C2N=c3ccccc3=N2)sc1=S
  5 | -1 | 10 | -5 | 1 | -7 | 7 | 13 | -1
CCOC(=O)CNc1ccc2c(c1)OCO2
  10 | 5 | 8 | -3 | 6 | 1 | 5 | 26 | 4
CCc1nc(SCC(=O)Nc2nnc(CC)s2)c2c(C)c(C)sc2n1
  11 | -4 | -2 | -2 | 2 | 4 | 0 | 35* | 2
CCn1cc(/C=C/C(=O)Nc2ccc(C)cc2Br)cn1
  2 | -2 | -4 | 5 | -8 | -1 | -11 | -7 | 1
O=c1[nH]c(C(F)(F)F)nc2ccccc12
  7 | 1 | 0 | -4 | 3 | 9 | -3 | 3 | -1
CSc1nc2sc3c(c2c(=O)[nH]1)CC(C)(C)OC3
  4 | 0 | 2 | -2 | -4 | 7 | -4 | -1 | 0
O=c1c2ccccc2c(/C=N/n2cnnc2)c(O)n1-c1ccccc1
  22 | 5 | 3 | -6 | 5 | 0 | -2 | 3 | -6
CSc1ccc(S(=O)(=O)Nc2ccc(OCC(=O)N3CCOCC3)cc2)cc1
  4 | 1 | 5 | -2 | 0 | 9 | 0 | 1 | 0
COc1ccc(N(CC(=O)NC2CCCC2)C(=O)CS(=O)CC(=O)Nc2ccc3c(c2)OCO3)cc1 (centres undefined)
  5 | -2 | 0 | -3 | 6 | 0 | 5 | 0 | -5
O=S(=O)(c1cnc(Cl)c(Br)c1)N1CCN(c2ncccn2)CC1
  2 | 1 | -2 | -3 | -1 | 0 | 0 | 5 | 1
O=C(Nc1ccc2c(c1)CCC2)c1cc(=O)[nH]c2ccccc12
  -5 | -2 | 6 | -1 | 8 | -2 | -3 | 4 | 1
CCCN1CCN(CCCNC(=O)Cn2nc(C)n3c(cc4cc(F)ccc43)c2=O)CC1
  4 | -1 | 3 | 4 | 6 | -1 | -4 | 5 | 4
C[C@]12c3[nH]c4ccc(Cl)cc4c3CCN1C(=O)[C@@H](CC(=O)NCC13CC4CC(CC(C4)C1)C3)C[C@@H]2C(=O)N1CCOCC1
  9 | · | 5 | -5 | 4 | 11 | · | · | ·
CCC(=O)Nc1cc(C(C)(C)C)ccc1C(C)=O
  -1 | -2 | -2 | 3 | -7 | 3 | 0 | 4 | -3

(further entries)
Below each SMILES – PAFAH1B3 inh | Fam108B inh | pPAFAH inh | PAD4 FP inh | PAFAH2 inh | PAFAH1B2 FP inh | PME-1 inh | GSTO1 counter | LYPLA1 counter
O=C(NCc1ccco1)c1cc2c(s1)CSC2
  · | 7 | 28* | -2 | · | · | -12 | -6 | -9
Cc1c(O)ccc(-c2n[nH]c(C(=O)O)c2-c2nc3ccccc3s2)c1O
  4 | 0 | -2 | 2 | 1 | 2 | -2 | 1 | 2
COc1ccccc1N1CCN(C(=O)c2cn(Cc3ccccc3)nc2-c2cccnc2)CC1
  6 | · | -3 | -2 | 2 | 3 | -6 | · | -2
COc1ccnc(Oc2ccc(F)cc2)c1-c1ncn[nH]1
  7 | 1 | 2 | 4 | 2 | 3 | 1 | -1 | 2
COC(=O)C1=C(C)Nc2c(c(=O)n(C)c(=O)n2C)C1c1cccc(O)c1 (centres undefined)
  -1 | -3 | 0 | 2 | 1 | 0 | -1 | 2 | 1
CC1(C)CC(=O)C/C(=N\NC(=O)C2CC23CCC3)C1 (centres undefined)
  4 | -5 | 0 | -5 | 12 | 0 | -3 | -3 | 3
Clc1ccc(-c2ccnc(Oc3ccc4ccccc4c3)n2)cc1
  7 | 2 | 0 | 3 | -2 | -1 | 5 | 4 | -3
COc1ccc(N(C(=O)COc2ccccc2OC)S(=O)(=O)c2ccc(C)cc2)cc1
  17 | 1 | 10 | 2 | -4 | 10 | -20 | 3 | -5
CCOC(=O)C1CCN(S(=O)(=O)c2ccc(OCC(=O)OC)cc2)CC1
  2 | 0 | 1 | 2 | 0 | 3 | 3 | 2 | 0
COc1ccc2c(c1OC)C(=O)N1N=C(c3ccc(Cl)cc3)CC21 (centres undefined)
  -1 | 2 | -1 | 2 | -3 | 1 | 3 | 6 | -5
CCOc1ccc(NC(=O)N(CCC(C)C)C2CCN(C(C)=O)CC2)cc1
  -3 | -2 | -2 | -2 | 10 | 6 | 4 | -4 | -1
O=C(C1CCC(CNS(=O)(=O)c2cccs2)CC1)N1CCN(c2ccc(Cl)cc2)CC1 (centres undefined)
  0 | 1 | 8 | -2 | 3 | -3 | 4 | -1 | 1
COc1ccc(CC(=O)OCC(=O)N2CCc3ccccc32)cc1OC
  10 | · | 3 | 1 | 18 | 3 | -3 | · | 1
COc1ccc(OC)c(N(CC(=O)NCc2ccncc2)S(C)(=O)=O)c1
  -6 | 5 | 0 | -3 | -1 | 4 | 0 | 7 | -1
COC(=O)C1=C(C)N(Cc2ccccc2)C(=NCc2cc(OC)c(OC)c(OC)c2)N[C@H]1c1cccc(F)c1
  5 | -5 | -3 | 1 | 0 | 2 | 3 | 6 | 0
CCCS(=O)(=O)N1CCN(C2Cc3ccccc3C2)CC1
  2 | -8 | 4 | 0 | 1 | 4 | -6 | 0 | 3
Cc1ccc(OCC(=O)N2CCN(C(=O)CCC3CCCC3)CC2)cc1
  -6 | -5 | 9 | -1 | 3 | 8 | -5 | -1 | 61*
Cc1ccc2nc(N(CCCN(C)C)C(=O)CS(=O)(=O)c3ccccc3)sc2c1
  -1 | 3 | -1 | 6 | -7 | 1 | 2 | -8 | 0
